# Cdc42 wt = human Cdc42 wildtype GTP binding change, either direction; 0.2% of 190,000 active; percent activity (GTP binding), % at 10 µM; AID 761; GST-Cdc42 beads, Bodipy-GTP binding, flow cytometry; actives lie on both sides; P60953;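 active = percent activity GTP binding at least 20 points away from the 100% baseline, either down as inhibitor or up as activator; inconclusive = compound flagged as likely green fluorescent from well-wide comparison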;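 also: median bead fluorescence of bound Bodipy-FL-GTP at 100 nM; 0% = excess unlabeled GTP control and 100% = no compound control; below 100% means less GTP binding so inhibitor and above means activator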
# Target sequence (P60953 whole entry, looked up): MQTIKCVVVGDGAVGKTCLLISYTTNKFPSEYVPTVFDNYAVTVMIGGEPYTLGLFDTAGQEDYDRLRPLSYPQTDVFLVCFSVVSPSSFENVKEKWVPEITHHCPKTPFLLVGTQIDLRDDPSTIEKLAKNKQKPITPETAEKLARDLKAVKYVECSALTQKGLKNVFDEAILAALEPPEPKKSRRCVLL
# HRas wt GTP = changes GTP binding to wildtype human HRas; P01112; GST-Ras wt beads, Bodipy-FL-GTP binding, flow cytometry; actives lie on both sides; GTP binding activity, % at 10 µM; 0.14% of 190,000 active; AID 759;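 active = GTP binding activity at least 20% away from the 100% baseline, either lowered as inhibitor or raised as activator; inconclusive = flagged as likely green fluorescent, judged across all proteins in the well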;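 also: 0% = unlabeled GTP competition control and 100% = no-compound control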
# Target sequence (P01112 whole entry, looked up): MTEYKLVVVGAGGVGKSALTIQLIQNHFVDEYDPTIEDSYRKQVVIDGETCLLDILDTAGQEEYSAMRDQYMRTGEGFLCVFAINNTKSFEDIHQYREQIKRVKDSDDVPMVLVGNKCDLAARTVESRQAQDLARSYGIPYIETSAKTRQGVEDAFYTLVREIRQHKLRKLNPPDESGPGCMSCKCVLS
# Rac1 act GTP bind = human Rac1 activated mutant GTP binding change. GST-Rac1 activated beads, fluorescent GTP binding, flow cytometry; actives lie on both sides; 100% means binding = to untreated wells. 0.11% of 190,000 active. P63000. percent activity (GTP binding), % at 10 µM;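 active = GTP binding at least 20 percentage points away from the 100% baseline, in either direction, so actives lie on both sides; inconclusive = Compound likely fluorescent itself, or too few beads counted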
# Rab2 wt GTP = changes GTP binding to wildtype dog Rab2A, up or down | 0.19% of 190,000 active | GST-Rab2 wt beads, Bodipy-GTP binding, flow cytometry | GTP binding activity, % at 10 µM | AID 760;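 active = GTP binding activity at least 20 points away from 100%, either lowered or raised; inconclusive = signal likely due to the compound's own green fluorescence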;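 also: 0% = beads with excess unlabeled GTP and 100% = no-compound control corrected for plate trend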
# Bim-Bcl-XL = human Bim-Bcl-XL interaction inhibition; 0.04% of 190,000 active; AID 1007; inhibition, % at 10 µM; Bim peptide-Bcl-XL binding, bead flow cytometry, fluorescence
# Target sequence (Q07817 whole entry, looked up): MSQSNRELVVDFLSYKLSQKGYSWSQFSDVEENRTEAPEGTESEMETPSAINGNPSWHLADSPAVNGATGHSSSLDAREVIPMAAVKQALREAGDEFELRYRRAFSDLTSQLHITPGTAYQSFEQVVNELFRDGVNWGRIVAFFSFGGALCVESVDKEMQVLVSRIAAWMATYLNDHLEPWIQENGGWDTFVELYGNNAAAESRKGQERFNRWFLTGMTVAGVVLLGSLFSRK
# Bim-Bcl-B = inhibitors of Bim-Bcl-B interaction, human; Q9HD36; bead-based flow cytometry, Bim peptide-Bcl-B binding; inhibition, % at 10 µM; 0.073% of 190,000 active; AID 951;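 also: 0% = tracer peptide without compound and 100% = reference inhibitor peptide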
# Rac1 wt GTP bind = human Rac1 wildtype GTP binding, inhibitors and activators; P63000; GTP binding activity (% of control), % at 10 µM; GST-Rac1 beads, fluorescent GTP binding, flow cytometry; actives lie on both sides; 0 = cold GTP competed, 100 = untreated; 0.27% of 190,000 active;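 active = GTP binding activity at least 20 points away from the 100% control level, either lower or higher; inconclusive = compound flagged as likely green fluorescent, judged across all proteins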
# Bim-Bfl-1 = human Bim-Bfl-1 interaction inhibition; Q16548; Bead-based flow cytometry, Bim-Bfl-1 binding inhibition; inhibition, % at 10 µM; 0.12% of 190,000 active;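 also: 0% = wells without compound plus tracer and 100% = blocker peptide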
# Bim-Bcl-2 = disrupts Bim peptide binding to human Bcl-2 | P10415 | Bead-based flow cytometry, Bim peptide-Bcl-2 binding | inhibition, % at 10 µM | 0.06% of 190,000 active; in the data active = inhibition above about 40%; inconclusive = no clear call, values can overlap the other calls;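 also: 0% = no compound wells with probe peptide and 100% = reference peptide inhibitor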
# Target sequence (P10415 whole entry, looked up): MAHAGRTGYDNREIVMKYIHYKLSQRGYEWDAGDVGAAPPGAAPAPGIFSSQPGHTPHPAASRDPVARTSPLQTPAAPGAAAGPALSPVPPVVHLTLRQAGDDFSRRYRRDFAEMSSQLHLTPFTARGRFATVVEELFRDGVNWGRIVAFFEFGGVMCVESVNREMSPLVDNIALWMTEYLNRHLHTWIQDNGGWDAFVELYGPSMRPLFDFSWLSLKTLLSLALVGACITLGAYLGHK
# Rab7 wt modul = alters GTP binding to wildtype dog Rab7 | GST-Rab7 beads, fluorescent GTP binding, flow cytometry; actives lie on both sides; untreated = 100%, excess cold GTP = 0% | GTP binding activity (percent of control), % at 10 µM | 0.055% of 190,000 active;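 active = fluorescent GTP binding to Rab7 beads changed by at least 20 points from the 100% baseline, either direction, mostly lower; inconclusive = compound itself probably fluorescent, or too few beads counted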;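 also: median green fluorescence of bound Bodipy-FL-GTP per Rab7 bead population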
# Bcl-W Bim block = inhibitors of Bim-Bcl-W interaction, human. bead-based flow cytometry, Bim peptide-Bcl-W binding. 0.02% of 190,000 active. inhibition, % at 10 µM;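 also: 0% = bound tracer without compound and 100% = peptide blocker; higher means less fluorescent Bim peptide bound to Bcl-W beads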
# Target sequence (Q92843 whole entry, looked up): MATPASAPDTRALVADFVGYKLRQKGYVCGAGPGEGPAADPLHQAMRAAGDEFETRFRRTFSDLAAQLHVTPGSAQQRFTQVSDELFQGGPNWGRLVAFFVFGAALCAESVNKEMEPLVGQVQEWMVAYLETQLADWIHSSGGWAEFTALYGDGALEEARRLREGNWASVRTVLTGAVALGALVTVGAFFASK
# Numbers without * were called inactive; u = inconclusive. Rule as the data show it, unless noted: active = inhibition above about 40%.
SMILES,Cdc42 wt,HRas wt GTP,Rac1 act GTP bind,Rab2 wt GTP,Bim-Bcl-XL,Bim-Bcl-B,Rac1 wt GTP bind,Bim-Bfl-1,Bim-Bcl-2,Rab7 wt modul,Bcl-W Bim block
CCC(=O)N1c2ccccc2C(N(C(C)=O)c2ccccc2)CC1C (stereo not given),99,102,101,102,-5,-7,102,0,-5,94,-5
CN1CCN(c2ccc(NC(=O)c3ccc(-c4cccc([N+](=O)[O-])c4)o3)cc2)CC1,95,98,92,97,-2,-2,94,-6,-2,109,-1
CCOC(=O)CSc1nnc(CNC(=O)c2ccco2)n1C,97,96,95,98,3,3,100,7,0,98,2
Cc1ccc(-n2cccc2/C=C2/NC(=O)N(CC(=O)Nc3cccc(C)c3)C2=O)cc1,100,99,99,100,-2,-6,102,0,-1,98,-2
O=C(O)CSC(=S)N1CCCCC1,103,105,101,102,-6,-5,104,-5,-7,101,-7
CC1=C(C(=O)OC2CCCCCCC2)C(c2cc3c(cc2Br)OCO3)CC(=O)N1 (stereo not given),105,105,101,102,0,0,105,0,-1,103,-5
CCc1ccc(/C=N/n2c(C)cc(C)c(C#N)c2=O)cc1,101,99,99,96,-4,-5,102,-14,-5,98,-2
COc1ccc(-n2c(=O)cc(N3CCOCC3)[nH]c2=O)cc1,100,99,98,99,-9,-7,106,-19,-9,97,-1
CCN(CC)CC(=O)Nc1ccc(/C(C)=N/NC2=NCCN2)cc1,95,94,100,98,0,0,97,-10,-2,96,0
O=C(O)C1C2CCC(C2)C1C(=O)Nc1cc(F)ccc1F (stereo not given),104,101,99,100,-9,-7,109,-15,-4,103,1
COc1ccc(NC(=O)CSc2nnc(Cc3cccn3C)n2-c2ccc(F)cc2)cc1OC,104,99,101,101,-2,-3,106,-7,-10,100,2
Cc1ccc2nc(CCc3nc4ccc(C)cc4o3)oc2c1,102,100,98,96,-2,-3,98,-5,-2,93,0
CCCc1nn2c(=O)c(C(c3cccc(Cl)c3)c3c(O)nc4sc(CCC)nn4c3=O)c(O)nc2s1,91,95,88,91,-1,0,94,-4,0,96,6
CCc1ccc2nc(SCC(=O)Nc3nnc(C)s3)c(C)cc2c1,90,93,94,93,-15,-7,96,0,-3,100,-14
CSc1nc2ccc(NC(=O)c3ccc(F)c(F)c3)cc2s1,97,99,97,99,0,-3,98,-5,-1,103,0

# Sorted by value in HRas wt GTP (lowest first): some entries from above.
molecule,Cdc42 wt,HRas wt GTP,Rac1 act GTP bind,Rab2 wt GTP,Bim-Bcl-XL,Bim-Bcl-B,Rac1 wt GTP bind,Bim-Bfl-1,Bim-Bcl-2,Rab7 wt modul,Bcl-W Bim block
CCCc1nn2c(=O)c(C(c3cccc(Cl)c3)c3c(O)nc4sc(CCC)nn4c3=O)c(O)nc2s1,91,95,88,91,-1,0,94,-4,0,96,6
Cc1ccc(-n2cccc2/C=C2/NC(=O)N(CC(=O)Nc3cccc(C)c3)C2=O)cc1,100,99,99,100,-2,-6,102,0,-1,98,-2
O=C(O)C1C2CCC(C2)C1C(=O)Nc1cc(F)ccc1F (stereo not given),104,101,99,100,-9,-7,109,-15,-4,103,1
O=C(O)CSC(=S)N1CCCCC1,103,105,101,102,-6,-5,104,-5,-7,101,-7

# Later entries.
SMILES,Cdc42 wt,HRas wt GTP,Rac1 act GTP bind,Rab2 wt GTP,Bim-Bcl-XL,Bim-Bcl-B,Rac1 wt GTP bind,Bim-Bfl-1,Bim-Bcl-2,Rab7 wt modul,Bcl-W Bim block
CCOc1ccc(N2C(=O)NC(Cc3c[nH]c4ccccc34)C2=O)cc1 (stereo not given),99,100,99,98,14,-5,104,-10,-6,99,5
COc1ccc(/C(C)=N/OCC(=O)Nc2nc3ccccc3s2)cc1OC,98,99,99,99,-8,-13,103,4,-1,102,-3
Cc1cc(N)n(-c2ccc(S(=O)(=O)c3ccc(C(C)C)cc3)cc2)n1,95,94,97,97,1,0,93,-1,6,101,3
Cc1ccc(C(=O)Nc2ccccc2C(=O)O)cc1S(=O)(=O)NCc1ccccc1,u,u,u,u,0,-1,u,-7,-4,u,0
Cc1ccc(C(=O)CNc2ccc(C)c(Cl)c2)cc1,101,100,99,99,-5,-2,103,0,0,100,-1
CCC(CC)c1nnc(NC(=O)c2ccc3ccccc3n2)s1,103,104,100,103,0,0,103,0,0,102,0
CCN(CC)C(=O)C(C)N(C#N)c1nc(SC)nc(N(C)C)n1 (stereo not given),104,104,97,101,4,-8,99,-13,-10,103,2
CN1CCN(c2ccc(S(=O)(=O)Nc3ccccc3)cc2[N+](=O)[O-])CC1,97,96,96,95,0,6,99,8,0,98,8
C[N+]1(C)CC2=Cc3ccccc3CC2C1 (stereo not given),96,98,97,98,-3,-4,92,0,-1,103,-2
Cc1nc(=O)c(-c2ccccc2)c(C)n1-c1cccc(C(=O)O)c1,101,99,99,100,-13,-12,103,-21,-17,102,-5
Cc1ccc(-c2nc(C#N)c(NCC3CCCO3)o2)cc1 (stereo not given),94,94,91,92,-2,-7,94,-5,-5,91,0
COc1ccc(N(C)C(=O)Nc2ccc3c(c2)nnn3C)cc1,102,100,96,99,3,0,100,0,-2,104,0
CC(=O)N1CCN(S(=O)(=O)c2ccc(S(=O)(=O)NCC(C)C)cc2)CC1,99,101,101,99,-4,4,107,-7,0,101,4
COc1cc(NC(=O)CN(C)Cc2ccc(OC(F)F)cc2)c(C)cc1[N+](=O)[O-],103,99,101,96,-8,-11,102,-2,-4,100,-4
O=C(C(=O)N1CCc2ccccc2C1)c1cn(CC(=O)N2CCCCC2)c2ccccc12,100,98,100,98,-7,-11,101,0,-1,98,-8
O=C(CCNC(=O)c1ccccc1)OCC(=O)c1ccccc1,97,98,98,97,-3,0,100,-3,-1,94,0
COc1cc(NC(=O)CSc2nnc3c(C)cc4cc(C)cc(C)c4n23)c(C(=O)O)cc1OC,99,97,96,94,-4,-4,101,-7,-3,90,-2
COc1ccccc1OCCCn1c(=O)oc2ccc(C)cc21,99,98,100,99,0,0,99,-1,2,96,-1
COc1cccc(OC)c1OCCCOc1ccc([N+](=O)[O-])cc1Cl,100,98,97,96,-1,-2,97,-8,-2,97,-1
Cn1c(=O)[nH]c(Nc2ccc(F)cc2)c([N+](=O)[O-])c1=O,96,97,98,94,-7,-5,100,-2,0,97,-3
Cc1ccc(Oc2ncc(-c3ccc(Cl)cc3)cn2)cc1,105,102,99,102,-2,-1,103,0,-1,97,-6
COC(=O)c1cc(-c2ccccc2)sc1NC(=O)CN1C(=O)c2ccccc2C1=O,u,u,u,u,-4,-4,u,-1,-3,u,-4
Cn1c(SCC(=O)Nc2ccc(F)cc2)nc2c([nH]c3ccccc32)c1=O,100,100,95,101,-1,-3,104,-5,-3,112,0
Cc1cccc(C(=O)NNC(=O)c2ccccc2-n2cccc2)c1,99,98,95,100,0,-6,101,-3,-3,99,-1
CCNC(=O)C(=O)Nc1ccc(OC)c(Cl)c1,97,97,94,95,0,-2,94,-3,0,94,0
COCCNC(=O)CSCc1cc(C)cc(C)c1,99,98,100,98,-3,-3,99,-1,-7,95,-2
O=C(CCCn1c(=S)[nH]c2cc3c(cc2c1=O)OCO3)N1CCN(c2ccc(Cl)cc2)CC1,98,97,98,98,-7,-4,99,-3,-4,98,-7
COc1ccccc1NC(=S)N1CCn2cccc2C1c1cccnc1 (stereo not given),97,97,96,98,-4,-6,101,-5,-3,104,-6
O=C(c1ccc(S(=O)(=O)N2CCCC2)cc1)N1CCN(Cc2ccc3c(c2)OCO3)CC1,104,101,100,103,-9,-7,106,-21,-8,103,-4
COCCNC(=O)C1CC(c2cccc([N+](=O)[O-])c2)=NO1 (stereo not given),103,100,98,100,-12,-12,104,-19,-9,97,-1
CCNc1nnc(CSc2nc3ccccc3s2)s1,102,102,101,101,-4,-11,104,1,5,99,0
COc1ccc(OC)c(-n2c(SCC(C)=O)nnc2-c2cccc(S(=O)(=O)N(C)C)c2)c1,105,102,98,100,-3,-4,105,-3,-3,98,-3
N#Cc1c(C(F)(F)F)cc(-c2ccccc2)[nH]c1=O,94,94,92,93,7,0,95,1,4,94,-3
O=C(Nc1ccccc1Br)c1ccccc1-c1ccccc1,102,101,100,99,-2,-6,105,-2,-3,99,-2
CSc1ccc(/C=N/Nc2nc(C)cc(C)n2)cc1,97,98,97,99,-5,-8,98,-5,-3,104,-1
COc1cccc(-n2nnnc2SCC(=O)NCc2ccc3c(c2)OCO3)c1,96,99,96,95,-11,-10,100,-27,-9,96,-2
COc1ccc(CNC(=O)c2ccccc2NS(C)(=O)=O)cc1,95,95,98,95,3,0,98,2,1,96,0
COc1cccc(-c2nc(-c3ccc(NC(=O)c4cccnc4)cc3)no2)c1,108,106,101,106,-9,-9,110,-19,-11,104,-3
CC(=O)c1nn(-c2cccc(Br)c2)cc1C(=O)c1ccc2ccccc2c1,101,100,98,100,-1,-6,102,-10,-9,99,0
C=CCn1c(=O)c2ccccc2n2c(SCC(=O)Nc3cc(C)on3)nnc12,96,95,91,91,-13,-11,89,-17,-12,93,-4
O=C(c1ccccc1)c1cc([N+](=O)[O-])ccc1N1CCOCC1,100,99,100,98,1,0,104,-4,-4,98,-2
O=[N+]([O-])c1ccc(/C=N/Nc2nc(N3CCCC3)nc(N3CCCC3)n2)o1,105,103,102,103,-7,-8,109,-9,-7,106,2
Cc1cc(C)n2c3c(c(C#N)c2n1)CCCC3,98,99,97,97,0,-5,101,0,-4,98,-1
C=CCNS(=O)(=O)c1nc(C)c(Cl)c(C)c1C#N,103,105,101,105,2,-10,106,-6,-8,107,5
COc1ccc(/C=N/Nc2ncc(-c3ccccc3)cn2)c(OC)c1,99,101,101,100,-6,-9,104,-2,-4,98,-6
CCc1ccc(N(C(=O)c2snc(C(N)=O)c2N)C(C(=O)NCC2CCCO2)c2cccs2)cc1 (stereo not given),96,100,94,98,1,-2,97,-6,-1,106,1
O=C(Cc1ccccc1)Nc1ccc(N2CCOCC2)cc1N1CCOCC1,104,103,102,105,-3,-5,104,-2,-6,99,-1
Cc1ccccc1-c1nnc2c3ccccc3c(C)nn12,101,100,100,102,0,-2,104,1,0,100,2
Cc1cc(C)nc(NS(=O)(=O)c2ccc(NC(=S)NC(=O)C3CCCC3)cc2)n1,98,97,98,98,-2,-6,100,-15,-7,98,-1
Cc1ccccc1NC(=O)NC1CCCCC1C (stereo not given),97,99,93,98,-4,-2,97,-5,-5,102,-2
C=CCn1c(CSc2nc3ccccc3s2)nnc1SCC(=O)OCC,105,103,101,103,-5,-4,102,-3,-7,94,-3
CCOC(=O)CNC(=O)CSc1nnc(C)c(=O)[nH]1,102,102,100,101,-9,-11,106,-18,-15,101,-4
CCC(C)(C)n1nnnc1C(c1ccccc1)N1CCc2ccccc2C1 (stereo not given),106,104,103,102,-7,-6,110,-11,-8,100,-2
Cc1ccc(CC(=O)Nc2ccc(F)c([N+](=O)[O-])c2)cc1,100,100,98,102,-2,-2,100,0,0,102,-2
COC(=O)c1ccc(-c2noc(CN(Cc3nccn3C)C(C)C)n2)cc1,99,104,99,98,1,-5,105,-7,0,103,-3
CC1=[N+](C)c2c(ccc3cccnc23)C1(C)C,99,99,98,98,-5,-17,102,7,-2,101,-4
